# OXTR ag: agonists of human oxytocin receptor; P30559; CHO-OTR cells, Fluo-8 calcium fluorescence; normalized: DMSO 0%, oxytocin 100%; activation, % at 3 µM; actives 0.32% (n = 320,000); AID 2435;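 active = activation above the mean of all tested compounds plus 3 SD, cutoff set per screening run, cut at about 20% in these data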;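 also: peak over basal fluorescence ratio from a 100 s FLIPR kinetic read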
# Target sequence (P30559 whole entry, looked up): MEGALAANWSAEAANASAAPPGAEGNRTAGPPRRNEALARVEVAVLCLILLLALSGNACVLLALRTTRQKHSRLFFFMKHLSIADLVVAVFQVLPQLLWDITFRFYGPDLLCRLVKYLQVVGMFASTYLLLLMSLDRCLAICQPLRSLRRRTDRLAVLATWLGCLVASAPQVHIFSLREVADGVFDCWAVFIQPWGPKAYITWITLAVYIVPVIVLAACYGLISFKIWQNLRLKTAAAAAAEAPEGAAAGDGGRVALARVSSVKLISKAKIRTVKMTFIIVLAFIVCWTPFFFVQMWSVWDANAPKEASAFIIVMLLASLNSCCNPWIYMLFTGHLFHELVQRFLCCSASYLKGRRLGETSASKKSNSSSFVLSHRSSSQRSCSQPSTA
# Numbers without * were called inactive. Only part of the results is shown; count on the stated rates, not on these rows.
compound	OXTR ag
O=C(COC(=O)c1ccccn1)NCCc1ccc(Cl)cc1	1.0
COc1ccc(-c2csc(NC(=O)CN3C(=O)C4CC=CCC4C3=O)n2)cc1 (stereo not given)	13
CC(O/N=C(\N)c1ccccc1)C(=O)Nc1cccc(C(F)(F)F)c1 (stereo not given)	0.8
CCCC1(CCC)NC(=O)N(CC(=O)N2CCc3ccccc32)C1=O	2.6
CCCCn1c(N)c(N(CC(C)C)C(=O)c2ccc(S(=O)(=O)N3CCCCC3)cc2)c(=O)[nH]c1=O	-1.0
O=C(OCC(=O)N1CCCC1)c1c[nH]c2ccccc12	2.2
CCN(CC(=O)Nc1c(F)cccc1F)C(=O)C1COc2ccccc2O1 (stereo not given)	0.0
COC(=O)CCC(=O)c1ccc(OC)c(Cl)c1	-0.8
Cc1ccc(NC(=O)c2ccc(COc3ccccc3[N+](=O)[O-])o2)nc1	-0.8
CCOc1ccc(S(=O)(=O)N2CCN(C(=O)C3CSC4(C)CCC(=O)N34)CC2)cc1 (stereo not given)	-2.0
Cc1nc(SC(C)C(=O)Nc2c(C)n(C)n(-c3ccccc3)c2=O)nc(C)c1C (stereo not given)	0.4
Cc1cccc(C(=O)NCC(=O)N2CCN(S(=O)(=O)/C=C/c3ccccc3)CC2)c1	-1.5
COc1ccc(OC)c(C(C)NS(=O)(=O)c2cccs2)c1 (stereo not given)	1.0
Cn1cnc(C(=O)N2CCc3ccccc3C2)c1C(=O)N1CCc2ccccc2C1	0.0
COc1ccc(C(=O)NNC(=O)c2cccc(S(=O)(=O)N3CCOCC3)c2)cc1	1.1
CN(C(=O)COC(=O)c1n[nH]c(=O)c2ccccc12)c1ccccc1	3.1
Cc1c(NC(=O)C(C)Oc2cccc(F)c2)c(=O)n(-c2ccccc2)n1C (stereo not given)	0.3
CCCCC(=O)Nc1ccc(C2C(=O)c3ccccc3C2=O)cc1	-0.4
CCN(C[C@H]1N[C@@](Cc2ccccc2)(C(=O)OC)[C@H]2C(=O)N(Cc3ccccc3)C(=O)[C@@H]12)C(=O)Nc1ccc(F)cc1	-1.4
COc1ccccc1CNC(=O)Cn1nc(C(F)(F)F)cc1C	-1.5

# Sorted by formula weight (highest first): 4 of the compounds above.
compound	OXTR ag
CCCCn1c(N)c(N(CC(C)C)C(=O)c2ccc(S(=O)(=O)N3CCCCC3)cc2)c(=O)[nH]c1=O	-1.0
Cc1nc(SC(C)C(=O)Nc2c(C)n(C)n(-c3ccccc3)c2=O)nc(C)c1C (stereo not given)	0.4
Cn1cnc(C(=O)N2CCc3ccccc3C2)c1C(=O)N1CCc2ccccc2C1	0.0
Cc1ccc(NC(=O)c2ccc(COc3ccccc3[N+](=O)[O-])o2)nc1	-0.8

# Following part:
compound	OXTR ag
CN(C(=O)CSc1nnc(-c2ccc(C(C)(C)C)cc2)n1C)C1CCS(=O)(=O)C1 (stereo not given)	0.4
CCN(c1ccc(NC(=O)c2ccc(N3CCCC3=O)cc2)cc1)C(C)C	2.1
COc1ccc(OC)c(CN2CCN(c3ccc(S(=O)(=O)N4CCCC4)cn3)CC2)c1	0.3
Cc1onc(-c2ccccc2)c1C(=O)NC(C)c1ccccc1 (stereo not given)	-1.6
CN1CCN(C(CNC(=O)C(=O)Nc2ccc3c(c2)OCO3)c2ccc(F)cc2)CC1 (stereo not given)	3.2
C[C@H](CO)N1C[C@H](C)[C@@H](CN(C)Cc2ccc(C(=O)O)cc2)Oc2c(NC(=O)Cc3ccccc3)cccc2C1=O	0.9
COc1ccc(CNC(=O)c2cc(S(=O)(=O)N3CCCCC3)ccc2Cl)cc1OC	6.9
CCOc1ccc(-c2cc(C(=O)N/N=C/c3ccc(O)cc3)c3ccccc3n2)cc1	0.2
O=C(CN1C(=O)NC2(CCCCCC2)C1=O)Nc1ccccc1[N+](=O)[O-]	-0.1
O=C(O)C(Cc1ccccc1)N=C(NS(=O)(=O)c1ccccc1)c1ccccc1 (stereo not given)	2.2
C[C@H](CO)N1C[C@H](C)[C@@H](CN(C)C(=O)Nc2ccccc2)Oc2c(NS(=O)(=O)c3cn(C)cn3)cccc2C1=O	-0.1
Cc1cc(C(=O)N2CCN(S(=O)(=O)c3ccc(F)c(Cl)c3)CC2)c(C)o1	-1.1
COc1ccc(/C=C/C(=O)Nc2ccccc2F)cc1S(=O)(=O)N1CCOCC1	0.8
COC(=O)[C@@]12CCCN1[C@H](c1ccc(-c3ccc(C(C)=O)cc3)c(OC)c1)[C@H]1C(=O)N(C)C(=O)[C@H]12	-0.4
CC(Oc1ccccc1)C(=O)Nc1nc(-c2ccncc2)cs1 (stereo not given)	3.0
CCN1C(=O)[C@H]2[C@@H](c3ccc(-c4ccc(C(C)=O)cc4)c(OC)c3)N[C@@](Cc3ccccc3)(C(=O)OC)[C@H]2C1=O	1.6
Cc1ccc(-n2c(SCC(=O)NC3CCS(=O)(=O)C3)nc3ccccc3c2=O)cc1C (stereo not given)	-1.3
Cc1ccc(S(=O)(=O)N2CCOCC2)cc1NC(=O)COC(=O)CCc1c[nH]c2ccccc12	9.9
Cc1cc(C)n(-c2ccc(C(=O)N3CCN(S(=O)(=O)c4ccc(Cl)cc4)CC3)cc2)n1	2.3
C=CCC[C@H](Cc1ccc(F)cc1)C(=O)OC[C@H](Cc1c[nH]c2ccccc12)NC(=O)[C@H](CC=C)CC(=O)N[C@H](CO)Cc1ccccc1	1.4

# Two of the compounds above, field by field:
COc1ccc(OC)c(CN2CCN(c3ccc(S(=O)(=O)N4CCCC4)cn3)CC2)c1
  OXTR ag: 0.3

C=CCC[C@H](Cc1ccc(F)cc1)C(=O)OC[C@H](Cc1c[nH]c2ccccc12)NC(=O)[C@H](CC=C)CC(=O)N[C@H](CO)Cc1ccccc1
  OXTR ag: 1.4

# Next part:
compound	OXTR ag
CC1(c2cc(F)ccc2F)NC(=O)N(CC(=O)Nc2cccc(S(=O)(=O)N3CCCC3)c2)C1=O (stereo not given)	0.5
COc1cccc(NC(=O)C(C)C)c1	0.5
CCN(CC)CCn1c2c(c(SCC(=O)Nc3ccc4c(c3)OCO4)nc1=O)CCC2	-0.8
COc1ccc(NC(=O)CN(C)C(=O)c2ccc(OCc3ccccc3)c(OC)c2)cc1	0.7
O=C(NNC(=O)C1CCN(C(=O)Nc2ccccc2)CC1)c1ccc(F)cc1	0.9
Cc1ccc(NC(=O)COC(=O)CN2C(=O)NC3(CCCC3)C2=O)cc1Cl	9.8
CC(=O)c1cccc(S(=O)(=O)N2CCC(C(=O)Nc3cccc(C(=O)NC4CC4)c3)CC2)c1	0.8
Cc1ccc(S(=O)(=O)/N=C(/Nc2nc(C)cs2)c2ccccc2)cc1	0.1
Cc1ccc(C(=O)NCC(c2ccco2)N2CCc3ccccc32)cc1C (stereo not given)	-2.0
Cc1cc(C)c(S(=O)(=O)N2CCN(C(=O)c3ccc(-n4cncn4)c([N+](=O)[O-])c3)CC2)c(C)c1	5.3
NS(=O)(=O)c1ccc(NNC(=O)c2ccc(Br)o2)c([N+](=O)[O-])c1	0.3
O=C(Nc1ccccc1N1CCCC1)c1ccc(N2CCCC2=O)cc1	0.2
CC1(C)NC(=O)N(CC(=O)N2CCN(S(=O)(=O)c3ccccc3F)CC2)C1=O	1.2
O=C(NCc1n[nH]c(=O)c2ccccc12)C1CC(=O)N(c2ccccc2)C1 (stereo not given)	0.1
COc1cc2c(C#Cc3cccnc3)c(-c3ccsc3)oc(=O)c2cc1OC	0.3
Cc1noc(C)c1C(=O)Nc1cc(Cl)ccc1N1CCOCC1	-0.5
COc1ccc(Cl)c2sc(NC(=O)C3=COCCO3)nc12	3.8
Cc1ccccc1C(=O)N1CCC(C(=O)Nc2ccccn2)CC1	0.4
Cc1ccc(CNS(=O)(=O)CCNC(=O)c2ccccc2)cc1	-1.2
C[C@H](CO)N1C[C@H](C)[C@@H](CN(C)C(=O)Nc2ccc(C(F)(F)F)cc2)Oc2c(NC(=O)c3ccncc3)cccc2C1=O	0.5

# Later entries
compound	OXTR ag
COc1ccc(NC(=O)CN(C)C2CCS(=O)(=O)C2)cc1 (stereo not given)	1.9
CSCCC(NC(=O)c1cccc(C)c1)C(=O)NCc1cccs1 (stereo not given)	0.7
Cc1cc(NC(=O)COc2coc(CN3CCN(c4ccc(F)cc4)CC3)cc2=O)no1	0.6
CN(Cc1cnn(Cc2ccccc2)c1)C(=O)CN=C1NS(=O)(=O)c2ccccc21	-0.2
CCN(Cc1ccccc1)C(=O)COC(=O)[C@@H]1CCCN1C(=O)c1cccs1	0.3
CCN(CC(=O)Nc1ccc(OC)cc1)C(=O)c1ccc(N2CCCC2=O)cc1	1.1
Cc1cccc(C)c1NC(=O)COC(=O)CNC(=O)C1CCCCC1	-0.5
O=S(=O)(c1ccc(Br)s1)N1CCN(CCc2ccccc2)CC1	-1.5
CN=C(Nc1cccc(S(=O)(=O)N2CCOCC2)c1)c1ccccc1	2.2
Cc1nc(-c2ccc(F)cc2)c(CC(=O)N(C)CC(=O)Nc2ccc(F)cc2)s1	-1.6
COc1ccc(CN(C)c2ccc(S(=O)(=O)N3CCN(C)CC3)cc2[N+](=O)[O-])cc1OC	26*
OC(COc1ccc(OCC(O)CN2CCN(Cc3ccccc3)CC2)cc1)CN1CCN(Cc2ccccc2)CC1 (stereo not given)	4.8
CCOc1ccc(CCNC(=O)COC(=O)c2ccc3c(c2)OCCO3)cc1OCC	-2.2
CC(C(=O)Nc1ccc(S(=O)(=O)N2CCCC2)cc1)N(C)Cc1ccc(F)cc1 (stereo not given)	-0.5
Cc1cc(C)cc(C(=O)Nc2cc3c4c(c2)CC(=O)N4CCC3)c1	-2.9
COC(=O)c1cc(C)nc2c1c(C)nn2-c1ccccc1	-2.1
Cc1ccc(C2(C)NC(=O)N(CC(=O)Nc3ccccc3N3CCCC3)C2=O)cc1 (stereo not given)	12
Cc1c(Cl)cccc1NC(=O)CNC(=O)CCS(=O)(=O)c1ccc(F)cc1	-1.6
COc1cccc(NC(=O)CN(C)C(=O)c2cccc(S(=O)(=O)N3CCN(c4ccc(F)cc4)CC3)c2)c1	0.4
Cc1cccc(C)c1NC(=O)COC(=O)/C=C/c1ccc(S(=O)(=O)N2CCOCC2)cc1	2.3

# Remaining list, next part.
compound	OXTR ag
CCN(CC)c1ccc(S(=O)(=O)N2CCOCC2)cc1NC(=O)CSc1nncs1	-0.2
CCCNC(=O)c1onc(CSc2ccc(F)cc2)c1C(=O)NC(C)C	-2.8
N#Cc1cc2c(=O)n3ccccc3nc2n(Cc2cccnc2)c1=O	-0.2
CCN(CC)CCCn1c2c(c(SCC(=O)N3CCc4ccccc43)nc1=O)CCC2	-0.6
CC(OC(=O)CCN=C1NS(=O)(=O)c2ccccc21)C(=O)N(C)c1ccccc1 (stereo not given)	1.4
CC1(C)CC(=O)C=C(c2ccc(F)nc2)C1	2.2
COC(=O)c1ccc(NC(=O)COc2cccc3c2OC(C)(C)C3)cc1	-2.3
CCOc1ccccc1-n1nnnc1SCC(=O)NCC1(N2CCOCC2)CCCCC1	-0.8
O=C(NCC(=O)N1CC=C(c2ccccc2)CC1)c1ccco1	0.1
CC(OC(=O)Cc1n[nH]c(=O)c2ccccc12)C(=O)Nc1ccc(F)cc1 (stereo not given)	0.1
COc1cc(/C=C/C(=O)OCC(=O)N(C)Cc2ccccc2)cc(OC)c1OC	0.2
CCN1CCN(c2ccc(S(=O)(=O)N3CCCCC3)cc2NC(=O)Cc2ccccc2)CC1	0.5
Cc1cccc(NC(=O)Nc2ccc(S(=O)(=O)Nc3onc(C)c3C)cc2)c1	-0.5
O=C(CSc1n[nH]c(=O)n1C1CC1)Nc1ccc(Cl)cc1Cl	2.1
CC1CC(C)CN(C(=O)COc2cccnc2[N+](=O)[O-])C1 (stereo not given)	-0.4
CCc1nc2ccccc2n1CC(=O)NC1CCS(=O)(=O)C1 (stereo not given)	0.7
N#Cc1ccsc1NC(=O)C1CCN(C(=O)c2ccc(Cl)cc2)CC1	-0.1
C=C[C@](C)(CC[C@@]1(C)C(C)CC(OC2OC(C)C(OC3OC(COC(C)=O)C(O)C(O)C3O)C(O)C2O)[C@@]2(C)C(C)=CCCC12)OC1OC(C)C(O[C@@H]2O[C@@H](C)C(O)C(O)[C@H]2O)C(O)C1O (stereo not given in full)	0.0
O=C(c1ccccc1Cc1ccccc1)N1CCN(S(=O)(=O)c2ccccc2Br)CC1	-2.1
Cn1c(N)c(C(=O)COC(=O)COc2ccc(Br)cc2)c(=O)n(C)c1=O	10

# A few values from the results shown:
# Entry for COc1ccc(C(=O)NNC(=O)c2cccc(S(=O)(=O)N3CCOCC3)c2)cc1 under OXTR ag: 1.1
# Entry for C[C@H](CO)N1C[C@H](C)[C@@H](CN(C)Cc2ccc(C(=O)O)cc2)Oc2c(NC(=O)Cc3ccccc3)cccc2C1=O under OXTR ag: 0.9
# Entry for Cc1ccc(NC(=O)COC(=O)CN2C(=O)NC3(CCCC3)C2=O)cc1Cl under OXTR ag: 9.8
# Entry for CCOc1ccc(S(=O)(=O)N2CCN(C(=O)C3CSC4(C)CCC(=O)N34)CC2)cc1 (stereo not given) under OXTR ag: -2.0

# Remaining list, next part
compound	OXTR ag
O=S(=O)(Nc1cc(S(=O)(=O)N2CCOCC2)ccc1Cl)c1ccccc1	2.3
CC(C)n1cnnc1SCC(=O)Nc1ccc(N2CCCCC2)cc1	-1.1
C[C@H](NC(=O)c1nc[nH]c1C(=O)NC1CCNCC1)C(=O)OC(C)(C)C	-0.3
Cc1ccc(S(=O)(=O)N(C)S(=O)(=O)c2ccc(C)cc2)cc1	-1.8
Cc1ccc(NC(=O)COc2coc(CN3CCc4ccccc43)cc2=O)c(C)c1	-1.1
Cc1oc(-c2cccs2)nc1CNC[C@H]1O[C@@H](n2cnc3c(N)ncnc32)[C@H](O)[C@@H]1O	0.5
Cc1ccc(NC(=O)C2CCN(S(=O)(=O)c3ccc4c(c3)OCCO4)CC2)c(O)c1	1.1
COc1ccc(S(=O)(=O)N2CCC(C(=O)NC3(C)CCS(=O)(=O)C3)CC2)cc1OC (stereo not given)	0.5
CCn1nc(C(=O)NNC(=O)c2ccccc2)c2ccccc2c1=O	-1.5
O=C(COC(=O)Cc1c[nH]c2ccccc12)NC1CCS(=O)(=O)C1 (stereo not given)	-0.1
CCc1cc(=O)[nH]c(SCC(=O)N2CCOCC2)n1	0.9
